High-throughput results (PubChem BioAssay)
Kir21 block – Kir2.1 (mouse) channel inhibition; P35561; HEK293-Kir2.1, FluxOR thallium flux fluorescence; hits give low values; B-score at 10 µM; hit rate 0.85% among 310,000; AID 1672;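 active = fluorescence ratio B-score at or below minus 3 SD of library scores, with starting-brightness B-score within 2 SD, cut at about -4.2 in these data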;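 note: channel flux triggered by added potassium and thallium sulfate stimulus; B-score of peak minus minimum fluorescence over baseline after thallium stimulus; more negative B-score means stronger Kir2.1 block with less thallium influx; some compounds called inactive have numbers as strong as hits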
Target sequence (P35561 whole entry, looked up): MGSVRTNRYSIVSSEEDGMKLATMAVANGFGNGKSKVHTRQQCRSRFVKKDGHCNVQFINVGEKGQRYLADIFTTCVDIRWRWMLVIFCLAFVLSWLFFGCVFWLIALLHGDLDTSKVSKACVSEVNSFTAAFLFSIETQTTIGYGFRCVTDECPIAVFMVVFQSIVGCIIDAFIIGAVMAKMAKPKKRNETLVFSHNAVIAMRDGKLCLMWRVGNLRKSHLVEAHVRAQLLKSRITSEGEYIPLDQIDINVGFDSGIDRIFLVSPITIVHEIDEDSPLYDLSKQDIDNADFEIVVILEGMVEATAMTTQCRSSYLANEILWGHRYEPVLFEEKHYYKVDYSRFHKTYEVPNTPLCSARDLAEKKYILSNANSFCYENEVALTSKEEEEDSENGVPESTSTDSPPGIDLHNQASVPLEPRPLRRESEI
STK33 kinase inh – human STK33 kinase inhibition | Q9BYT3 | purified STK33, MBP phosphorylation, ADP-Glo luminescence | inhibition, % at 10 µM | hit rate 0.073% among 320,000;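 active = inhibition at or above 25%, using the most active replicate where run in duplicate; inactive = inhibition below 25%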
Target sequence (Q9BYT3 whole entry, looked up): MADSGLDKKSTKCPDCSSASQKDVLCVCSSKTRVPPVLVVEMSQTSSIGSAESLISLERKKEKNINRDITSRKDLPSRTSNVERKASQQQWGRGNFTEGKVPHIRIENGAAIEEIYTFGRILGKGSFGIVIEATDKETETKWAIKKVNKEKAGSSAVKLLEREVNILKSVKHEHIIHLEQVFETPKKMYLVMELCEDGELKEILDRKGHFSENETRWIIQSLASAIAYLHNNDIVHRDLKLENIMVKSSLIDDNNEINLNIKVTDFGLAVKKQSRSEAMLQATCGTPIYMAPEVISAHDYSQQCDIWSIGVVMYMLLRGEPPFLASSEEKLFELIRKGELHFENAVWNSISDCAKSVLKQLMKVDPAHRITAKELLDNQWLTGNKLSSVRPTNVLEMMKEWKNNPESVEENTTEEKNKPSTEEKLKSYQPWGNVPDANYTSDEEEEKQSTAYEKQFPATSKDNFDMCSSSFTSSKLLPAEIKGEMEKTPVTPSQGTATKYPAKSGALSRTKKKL
* hit, by the source's call.

What do the screens show for `O=C(COC(=O)/C=C/c1ccc(Cl)cc1)NCCC1=CCCCC1`?
Kir21 block: -0.73; STK33 kinase inh: -1.4

How did CC(=O)c1cccc(NC(=O)CN(C2CCCCC2)S(C)(=O)=O)c1 do in these assays?
Kir21 block: 3.7; STK33 kinase inh: -1.1

How did Cc1cccc(OCC(=O)NCC(=O)N=Nc2c(O)[nH]c3ccc([N+](=O)[O-])cc23)c1 do in these assays?
Kir21 block: 0.03; STK33 kinase inh: 0.4

What do the screens show for `CC(C(=O)O)N1C(=O)/C(=C/c2cccn2C)SC1=S` (stereo not given)?
STK33 kinase inh: -0.8

How did COc1cccc(CNC(=O)c2cccnc2Sc2ccccc2)c1 do in these assays?
Kir21 block: -1.4; STK33 kinase inh: -1.1

What do the screens show for `COc1cccc(/C=C2\SC(=O)N(CCC(=O)NCCCn3ccnc3)C2=O)c1`?
Kir21 block: 0.06; STK33 kinase inh: -0.8

How did CC[C@@]1(C(=O)OC)N[C@H](CN(C)C(=O)Nc2ccc(OC)cc2)[C@@H]2C(=O)N(C)C(=O)[C@@H]21 do in these assays?
STK33 kinase inh: -1.1

How did Cc1ccccc1Nc1c([N+](=O)[O-])ccc2c1=NC1(CCCCC1)N=2 do in these assays?
Kir21 block: 0.33; STK33 kinase inh: 0.0

How did C=CC[N+](C)(C)C/C(Cl)=C(\Cl)c1ccccc1 do in these assays?
Kir21 block: 0.32; STK33 kinase inh: -1.5

What do the screens show for `COc1ccc(S(=O)(=O)NCc2ccc(C(=O)NCCCN3CCCC(C)C3)cc2)cc1` (stereo not given)?
Kir21 block: -2; STK33 kinase inh: -0.8

Results for O=C(Nc1cc(S(=O)(=O)N2CCOCC2)ccc1N1CCOCC1)c1cccs1 ?
STK33 kinase inh: -0.4

How did CN(CC(=O)Nc1ccc(Cl)c(C(F)(F)F)c1)C(=O)CCC(=O)c1ccccc1 do in these assays?
STK33 kinase inh: -2.0

Results for Cc1ccc(C(=O)O/N=C2\CCS(=O)(=O)c3sccc32)cc1 ?
Kir21 block: -1.5; STK33 kinase inh: -1.0

What do the screens show for `CC1OC(Nc2cccc3ccccc23)C(O)C(O)C1O` (stereo not given)?
Kir21 block: 0.83; STK33 kinase inh: -0.7

Results for Cn1c(SCC(=O)Nc2cccc(S(=O)(=O)NC3=NCCCCC3)c2)nnc1-c1ccncc1 ?
Kir21 block: -0.81; STK33 kinase inh: -1.0

What do the screens show for `COc1cc(OC)cc(C(=O)NNC(=O)CCC(=O)c2cccs2)c1`?
Kir21 block: 0.01; STK33 kinase inh: -1.0

What do the screens show for `COc1ccc(-c2nnn(CC(=O)NC(=O)NC3CCCCC3)n2)cc1OC`?
STK33 kinase inh: 0.5

Results for N=c1c2c3c(sc2ncn1Cc1ccco1)CCCCC3 ?
Kir21 block: -0.42; STK33 kinase inh: 4.6

What do the screens show for `C=CCNC(=O)C1CC(c2cccc(OC)c2)=NO1` (stereo not given)?
Kir21 block: 0.19; STK33 kinase inh: -1.8

Results for COc1cnc(SCc2ccc(Cl)c(Cl)c2)nc1Cl ?
Kir21 block: -0.02; STK33 kinase inh: -0.3

Continued, starting with the last two of the part before.
What do the screens show for `C=CCNC(=O)C1CC(c2cccc(OC)c2)=NO1` (stereo not given)?
Kir21 block: 0.19; STK33 kinase inh: -1.8

Results for COc1cnc(SCc2ccc(Cl)c(Cl)c2)nc1Cl ?
Kir21 block: -0.02; STK33 kinase inh: -0.3

How did O=C(N[C@@H](Cc1ccccc1)C(=O)O)c1cccs1 do in these assays?
Kir21 block: -2.1; STK33 kinase inh: -1.0

How did O=C(Cc1ccc(Cl)c(Cl)c1)Nc1cccc2ncccc12 do in these assays?
Kir21 block: 0.13; STK33 kinase inh: 2.1

What do the screens show for `O=C(Nc1ccc2c(c1)CCC2)c1cc2ccccc2o1`?
Kir21 block: 0.27; STK33 kinase inh: -1.5

What do the screens show for `O=C(N/N=C/C(Br)=C/c1ccccc1)C(O)c1ccccc1` (stereo not given)?
Kir21 block: -2; STK33 kinase inh: -1.2

Results for CC(=O)c1ccc(N2CCN(S(=O)(=O)c3cc(-c4cc(C)no4)ccc3C(C)C)CC2)cc1 ?
Kir21 block: 1.2; STK33 kinase inh: -0.4

Results for COCCCNC(=O)CC1C[C@H](C(=O)N2CCCCC2)[C@@]2(CCc3ccccc3)c3[nH]c4ccccc4c3CCN2C1=O (stereo not given in full) ?
STK33 kinase inh: -0.4

How did CCCn1c(N)c(N(CCOC)C(=O)c2ccc(N(C)S(=O)(=O)c3ccc(C)cc3)cc2)c(=O)[nH]c1=O do in these assays?
Kir21 block: 1

How did CCN(CC(=O)Nc1cc(Cl)ccc1C)C(=O)CN1C(=O)NC(CC)(c2ccccc2)C1=O (stereo not given) do in these assays?
Kir21 block: 0.48

What do the screens show for `O=C(COC(=O)/C=C/c1cccc(C(F)(F)F)c1)NCc1ccc(F)cc1`?
Kir21 block: 2.1; STK33 kinase inh: -2.5

How did CC1CCCC(C)N1C(=O)c1cc(-c2ccc3c(c2)OCO3)on1 (stereo not given) do in these assays?
Kir21 block: -0.77; STK33 kinase inh: -0.5

Results for COc1ccccc1CNC(=O)CSc1cc(=O)n(C)c2ccccc12 ?
Kir21 block: 1.4; STK33 kinase inh: -1.3

How did O=C(CNS(=O)(=O)c1ccc(Br)s1)NC1CCCc2ccccc21 (stereo not given) do in these assays?
Kir21 block: -2.8; STK33 kinase inh: -0.4

What do the screens show for `COc1cccc(-c2nc(NCc3cccnc3)c3ccccc3n2)c1O`?
Kir21 block: 4.6; STK33 kinase inh: 8.8

Results for CCc1ccc(-n2nnnc2SCC(=O)NNC(=O)c2ccco2)cc1 ?
Kir21 block: 0.84; STK33 kinase inh: 0.6

How did Cn1c(/C=C/c2ccc(Cl)cc2Cl)c([N+](=O)[O-])c(=O)n(C)c1=O do in these assays?
Kir21 block: -0.12; STK33 kinase inh: -0.3

What do the screens show for `COc1ccc2c(c1)S(=O)(=O)c1ccccc1N2`?
Kir21 block: -0.42; STK33 kinase inh: 1.9

How did Cc1ccc2[nH]c(=O)c(CN(C)S(=O)(=O)c3cccc4nonc34)cc2c1 do in these assays?
Kir21 block: 0.63; STK33 kinase inh: -1.7

Results for CC(C)(C)OC(=O)N1CCC(NC(=O)c2nc[nH]c2C(=O)NC2CCN(C(=O)OC(C)(C)C)CC2)CC1 ?
STK33 kinase inh: 0.7

How did CCOC(=O)c1[nH]c2c(c1C)C(=O)CC(c1ccc(OCC)c(OC)c1)C2 (stereo not given) do in these assays?
Kir21 block: 1.4; STK33 kinase inh: 0.8

Results for O=C(COc1ccc(F)cc1)Nc1nc(-c2ccccn2)cs1 ?
Kir21 block: 1.6; STK33 kinase inh: 0.4

Among those listed so far, these contain a COOH group:
What do the screens show for `CC(C(=O)O)N1C(=O)/C(=C/c2cccn2C)SC1=S` (stereo not given)?
STK33 kinase inh: -0.8

How did O=C(N[C@@H](Cc1ccccc1)C(=O)O)c1cccs1 do in these assays?
Kir21 block: -2.1; STK33 kinase inh: -1.0

The listing picks up with the four entries that preceded the break.
How did Cc1ccc2[nH]c(=O)c(CN(C)S(=O)(=O)c3cccc4nonc34)cc2c1 do in these assays?
Kir21 block: 0.63; STK33 kinase inh: -1.7

Results for CC(C)(C)OC(=O)N1CCC(NC(=O)c2nc[nH]c2C(=O)NC2CCN(C(=O)OC(C)(C)C)CC2)CC1 ?
STK33 kinase inh: 0.7

How did CCOC(=O)c1[nH]c2c(c1C)C(=O)CC(c1ccc(OCC)c(OC)c1)C2 (stereo not given) do in these assays?
Kir21 block: 1.4; STK33 kinase inh: 0.8

Results for O=C(COc1ccc(F)cc1)Nc1nc(-c2ccccn2)cs1 ?
Kir21 block: 1.6; STK33 kinase inh: 0.4

How did O=S1(=O)NC(=NCCc2ccccn2)c2ccccc21 do in these assays?
Kir21 block: -0.84; STK33 kinase inh: 1.7

What do the screens show for `COc1ccc(Nc2cc(C)nc(N3CCN(C(=O)c4ccc5c(c4)OCO5)CC3)n2)cc1`?
Kir21 block: 1.6; STK33 kinase inh: -1.3

What do the screens show for `CC1CCN(S(=O)(=O)c2nnc(NC(=O)c3cccc([N+](=O)[O-])c3)s2)CC1`?
Kir21 block: 1.9; STK33 kinase inh: 1.6

Results for NC(=O)c1ccccc1OCC(=O)c1ccc(Cl)cc1 ?
Kir21 block: 0.58; STK33 kinase inh: -0.5

Results for Cc1ccc(C(=O)COC(=O)c2cnccn2)cc1 ?
Kir21 block: -0.05; STK33 kinase inh: -1.1

What do the screens show for `CCOC(=O)C1(CCOc2ccccc2)CCN(Cc2ccc3c(c2)OCCO3)CC1`?
Kir21 block: -1.1; STK33 kinase inh: -0.7

What do the screens show for `O=C1Nc2ccccc2C1(O)c1ccccc1` (stereo not given)?
Kir21 block: 1.2; STK33 kinase inh: -1.9

How did CCOC(=O)CSc1nc2ccccc2n1CC(=O)N1CCN(c2ccccc2)CC1 do in these assays?
STK33 kinase inh: -1.2

How did Cc1ccc(NC(=S)N2CCCCC2)cc1C do in these assays?
Kir21 block: 0.81; STK33 kinase inh: -1.9

Results for NS(=O)(=O)c1ccc(CNC(=O)/C=C/c2ccco2)cc1 ?
Kir21 block: -1.6; STK33 kinase inh: 0.3

Results for O=C(Nc1ccc(S(=O)(=O)N2CCCC2)cc1)c1ccc(CN2CCc3ccccc3C2)cc1 ?
Kir21 block: 0.12; STK33 kinase inh: 2.5

How did O=C(COc1ccccc1F)N1c2ccccc2CCc2ccccc21 do in these assays?
Kir21 block: -0.03; STK33 kinase inh: -0.8

How did OCCN(CC(O)COc1ccccc1)CC(O)Cn1ccc2ccccc21 (stereo not given) do in these assays?
Kir21 block: -0.7; STK33 kinase inh: -0.3

What do the screens show for `O=C(Nc1ccccc1)N1CCC(C(=O)N2CCN(S(=O)(=O)c3cccc(F)c3)CC2)CC1`?
Kir21 block: 0.32; STK33 kinase inh: -0.3

How did CCc1nnc(SCC(=O)N2CCCC(N3CCN(c4ccccc4C)CC3)C2)o1 (stereo not given) do in these assays?
Kir21 block: -0.27; STK33 kinase inh: -0.2

How did O=C(Nc1c2c(nn1-c1ccccc1)CS(=O)C2)c1ccc2c(c1)OCO2 (stereo not given) do in these assays?
Kir21 block: 0.7; STK33 kinase inh: -0.5

Results for Cc1ccc(NS(=O)(=O)c2ccc(-c3ccc(=O)[nH]n3)o2)c(C)c1 ?
Kir21 block: 0.44; STK33 kinase inh: -1.6

What do the screens show for `O=C(Nc1cn(-c2ccccc2)nc1-c1cccs1)c1ccco1`?
Kir21 block: 0.16; STK33 kinase inh: 5.2

What do the screens show for `CCOC(=O)CC(NC(=O)c1cc2cc(Cl)cc(Cl)c2oc1=O)c1cccc([N+](=O)[O-])c1` (stereo not given)?
Kir21 block: 0.08

How did CC(=O)N1CCOc2ccc(S(=O)(=O)N3CCCCC3)cc21 do in these assays?
Kir21 block: 0.71; STK33 kinase inh: -1.8

How did COc1ccc(-c2nc3ccncc3[nH]2)cc1OC do in these assays?
Kir21 block: 0.05; STK33 kinase inh: 0.2

How did Cc1ccc(N(Cc2ccccc2F)S(C)(=O)=O)cc1C do in these assays?
Kir21 block: -1.9; STK33 kinase inh: 0.2

What do the screens show for `CCOC(=O)N1CC=C2C(C#N)=C(N)C(C#N)(C#N)[C@H](c3ccsc3)[C@H]2C1`?
Kir21 block: 0.15; STK33 kinase inh: 2.4

Results for CN(C)c1ccc(S(=O)(=O)NCC(=O)NCCC2=CCCCC2)cc1[N+](=O)[O-] ?
STK33 kinase inh: -1.8

How did CN1CCN(CC(=O)c2ccccc2F)CC1 do in these assays?
Kir21 block: 0.67; STK33 kinase inh: -0.2

What do the screens show for `CC1NC2(C(=O)N(Cc3ccccc3)c3ccccc32)C2C(=O)N(c3ccccc3)C(=O)C12` (stereo not given)?
Kir21 block: -1.1

How did CN(C)CCNS(=O)(=O)c1ccc2c3c(cccc13)C(=O)N2 do in these assays?
Kir21 block: 0.22; STK33 kinase inh: 18

How did CC(C)CNC(=O)C1CCCN(S(=O)(=O)c2ccc(-n3cnnn3)cc2)C1 (stereo not given) do in these assays?
Kir21 block: -0.37; STK33 kinase inh: -1.2

What do the screens show for `N#Cc1c(-c2ccccc2Cl)noc1/C=C/Nc1ccc(C(=O)O)cc1`?
Kir21 block: 0.66; STK33 kinase inh: -1.9

Results for O=S(=O)(O)c1nc2ccccc2n1Cc1cccc2ccccc12 ?
Kir21 block: 0.01; STK33 kinase inh: -1.2

What do the screens show for `COc1cc(/C=N/Nc2nncc3ccccc23)cc(OC)c1OC`?
Kir21 block: -0.15; STK33 kinase inh: -0.5

What do the screens show for `CCC(C)SCC(=O)Nc1ccc(S(=O)(=O)N2CCOCC2)cc1OC` (stereo not given)?
Kir21 block: -0.05; STK33 kinase inh: 0.3

How did CCc1noc(C)c1C(=O)NCCc1ccccc1 do in these assays?
Kir21 block: 0.65; STK33 kinase inh: -0.6

What do the screens show for `COc1ccc2sc(-c3ccc(N(C)C)cc3)c(C#CC(C)(C)O)c2c1`?
STK33 kinase inh: -1.2

How did CN1C(=O)CS(=O)c2ccc(C(=O)NC3CC3)cc21 (stereo not given) do in these assays?
Kir21 block: 0.01; STK33 kinase inh: -0.5

Results for COc1cccc(C(=O)Cn2c(NCCO)nc3ccccc32)c1 ?
Kir21 block: -0.12; STK33 kinase inh: 0.3

Results for Cc1ccc(NC(=O)CN(C)C(=O)Cn2cc(C(F)(F)F)cc(Cl)c2=O)cc1 ?
Kir21 block: 0.02; STK33 kinase inh: 0.1

What do the screens show for `CCCCCOC(=O)CSc1nnc(-c2cc(OC)c(OC)c(OC)c2)o1`?
Kir21 block: -0.32; STK33 kinase inh: 0.0

How did CCN1CCCC1CNC(=O)C(=O)Nc1ccccc1 (stereo not given) do in these assays?
Kir21 block: -0.67; STK33 kinase inh: -1.3

How did CC1CCN(c2ccc3c(c2)S(=O)(=O)c2ccccc2C3=O)CC1 do in these assays?
Kir21 block: -0.79; STK33 kinase inh: 0.1

Results for O=C(NCc1ccco1)C(=O)NCC1OCCN1S(=O)(=O)c1ccc(Cl)cc1 (stereo not given) ?
Kir21 block: -0.77; STK33 kinase inh: -0.7

Results for CC(=O)Oc1ccccc1N(C(C)=O)S(=O)(=O)c1ccc(C)cc1 ?
Kir21 block: -2; STK33 kinase inh: -0.3
